ALOX12 inh = blocks human arachidonate 12S-lipoxygenase; AID 1671190; 1.1% of 580,000 active; Potency, µM (titrated, usually from 108 µM), for the others: top-dose activity change, negative = inhibition, actives largely listed as inhibitors; purified 12hLO, xylenol orange hydroperoxide absorbance; active means well fitted inhibition curve with a large enough effect; inconclusive means small, poorly fitted or top-dose-only effect, or another doubt; inactive means no such curve, though single readings can be large or run the other way
Target sequence (P18054 whole entry, looked up): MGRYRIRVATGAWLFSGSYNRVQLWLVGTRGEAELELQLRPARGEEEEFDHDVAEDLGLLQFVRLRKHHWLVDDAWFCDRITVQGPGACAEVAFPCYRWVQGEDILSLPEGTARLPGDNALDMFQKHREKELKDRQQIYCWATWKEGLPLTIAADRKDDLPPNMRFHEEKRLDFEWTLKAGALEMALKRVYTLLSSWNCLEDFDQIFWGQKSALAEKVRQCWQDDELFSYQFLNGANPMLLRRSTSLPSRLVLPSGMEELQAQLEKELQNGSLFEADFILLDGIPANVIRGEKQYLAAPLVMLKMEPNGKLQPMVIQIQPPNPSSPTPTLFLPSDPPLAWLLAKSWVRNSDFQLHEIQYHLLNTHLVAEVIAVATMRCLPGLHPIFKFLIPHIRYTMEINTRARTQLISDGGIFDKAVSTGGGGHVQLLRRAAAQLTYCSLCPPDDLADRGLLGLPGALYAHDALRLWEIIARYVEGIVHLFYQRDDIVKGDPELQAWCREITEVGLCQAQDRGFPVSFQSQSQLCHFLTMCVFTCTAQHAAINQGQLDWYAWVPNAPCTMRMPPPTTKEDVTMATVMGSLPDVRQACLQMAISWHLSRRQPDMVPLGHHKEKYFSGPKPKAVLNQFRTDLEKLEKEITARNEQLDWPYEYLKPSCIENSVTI
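Purified human 12hLO at 150 nM in 25 mM Hepes, 0.01% Triton X-100, pH 7.0, preincubated 15 min at room temperature with compound. Reaction started with 40 uM arachidonic acid, 30 min at room temperature. Hydroperoxide measured by Fe-xylenol orange, 573/405 nm absorbance ratio.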
Starred values were filed as active, the others as inactive; ? = inconclusive; [ ] = dose if it differs, or a comment. On the % scale 0 is the no-effect control and ±100 the full control effect; potency means the concentration at half of the fitted maximal effect.

ALOX12 inh	Compound
23.2%	CN(CCOc1ccc(F)cc1)Cc1nc(N)nc(N(C)C)n1
3.8%	C=CCN1C(=O)c2n[nH]c(COC)c2C1c1cccc(C(F)(F)F)c1 (stereo not given)
42.1%[activator]	Cc1cc(C)nc(CNC(=O)c2ccc3nc(-c4ccc(F)cc4)cn3c2)n1
4.6%	Cc1cccc(OCC(=O)NC2CCN(C(=O)c3cc4c(=O)[nH]c(C)cn4n3)CC2)c1
-17.4%	Cc1nc2ccc(Cl)cc2cc1C(=O)OCC(=O)NCC1CCCO1 (stereo not given)
58.0%[activator]	O=S(=O)(NCCCn1ccc2ccccc21)c1ccc(F)c(F)c1
126.1%[activator]	OC[C@@H]1CN(Cc2ccccn2)C[C@H]1c1nc(-c2cccnc2)no1
10.8%[176 µM]	O=C(NC[C@H]1COCc2nc3cc(C(F)(F)F)ccc3n21)c1cnccn1

Fetched by compound from the entries so far, 3 records:
ALOX12 inh	Compound
10.8%[176 µM]	O=C(NC[C@H]1COCc2nc3cc(C(F)(F)F)ccc3n21)c1cnccn1
3.8%	C=CCN1C(=O)c2n[nH]c(COC)c2C1c1cccc(C(F)(F)F)c1 (stereo not given)
58.0%[activator]	O=S(=O)(NCCCn1ccc2ccccc21)c1ccc(F)c(F)c1

Continuation:
ALOX12 inh	Compound
?	COc1cc(C=Nc2ccc(C)c(I)c2)ccc1OC(C)=O
2.2%	c1ccc(CN2CCN(Cc3ccc4c(c3)CN(Cc3c[nH]c5ccccc35)CCO4)CC2)nc1
?	Cc1nc2c(OCC(=O)c3ccc(F)cc3)cccn2c1N(C)Cc1cccs1
16.7%	Cc1ccc(NC(=O)N(C)CC2CCOC2)cc1F (stereo not given)
?	CS(=O)(=O)N1CCc2cc(NS(=O)(=O)c3ccc4c(c3)CC(=O)N4)ccc21
53.7%[activator]	O=C1CC(c2ccccc2)N(C(=O)CNC(=O)Cn2c(=O)oc3ccccc32)CCCCCCN1 (stereo not given)
33.2%	COc1ccc(-c2noc(-c3cccn3CC(=O)NCc3ccc(F)cc3Cl)n2)cc1F
-33.5%	CC1CCN(CCCNC2CCCCCC2)CC1
5.3%	CC[C@H](C)[C@H](NC(=O)c1ccc2nc(-n3cccc3)sc2c1)C(=O)NCc1ccccn1
1.1%	O=C(OC1C=CC2COC1O2)c1ccccc1 (stereo not given)
26.3%	Cc1nc(NC(=O)C2CC(=O)N(Cc3ccccn3)C2)sc1C (stereo not given)
25.2%	O=C(COC(=O)c1cccs1)c1ccc(OC(=O)c2ccccc2)cc1
78.7%[activator]	CC(Cc1cccnc1)Nc1ccc(-c2nccn2C)nn1 (stereo not given)
14.4%	O=C(c1nccc2ccccc12)N1CCC(c2noc(C3CC3)n2)C1 (stereo not given)
3.0%	O=C(c1ccccc1F)N1CCCC(c2nc3ccccc3o2)C1 (stereo not given)
28.3%	Cn1ncc2c(N3CCN(S(N)(=O)=O)CC3)nc(-c3cccnc3)nc21
7.0%	COC[C@H]1CCCN1Cc1cn(-c2ccccc2C)nc1-c1ccc(OC)c(F)c1
-3.2%	CSc1ccc(CN2CCC2(C)C(=O)NCc2cccs2)cc1 (stereo not given)
?	O=C(N[C@H]1CCN2C(=O)c3cc(-c4cccs4)ccc3NC(=O)[C@H]12)c1cccs1
72.6%[activator]	CCC1CN(C(=O)c2cnn(C)c2)CCC(=O)N1Cc1ccccc1 (stereo not given)
9.7%[6.33 µM]	Cn1nc(C2CCCN2)c2c(C(=O)NCC(F)(F)F)cc(C3CC3)nc21 (stereo not given)
0.8%	COc1ccc(C(=O)COC(=O)C2CC(=O)N(NC(=O)c3ccc(Cl)c(Cl)c3)C2)cc1 (stereo not given)
?	Cc1ccc(-c2nc3ccc(C)cc3c(C(=O)O)c2C)cc1
38.1%[activator]	CO[C@H]1C(=O)N(C(C)C)[C@H]1C1CCN(C(=O)c2c[nH]c3ccccc23)CC1

Seven of these compounds, reformatted:
| Molecule | ALOX12 inh |
| --- | --- |
| CSc1ccc(CN2CCC2(C)C(=O)NCc2cccs2)cc1 (stereo not given) | -3.2% |
| CCC1CN(C(=O)c2cnn(C)c2)CCC(=O)N1Cc1ccccc1 (stereo not given) | 72.6%[activator] |
| COc1ccc(C(=O)COC(=O)C2CC(=O)N(NC(=O)c3ccc(Cl)c(Cl)c3)C2)cc1 (stereo not given) | 0.8% |
| Cc1ccc(-c2nc3ccc(C)cc3c(C(=O)O)c2C)cc1 | ? |
| Cn1nc(C2CCCN2)c2c(C(=O)NCC(F)(F)F)cc(C3CC3)nc21 (stereo not given) | 9.7%[6.33 µM] |
| O=C(N[C@H]1CCN2C(=O)c3cc(-c4cccs4)ccc3NC(=O)[C@H]12)c1cccs1 | ? |
| CO[C@H]1C(=O)N(C(C)C)[C@H]1C1CCN(C(=O)c2c[nH]c3ccccc23)CC1 | 38.1%[activator] |

(next part)
ALOX12 inh	Compound
22.2%	COc1cccc(C(=O)N[C@@H]2CN(S(C)(=O)=O)C[C@H]2CN(C)C)c1
26.8%	COc1ccccc1C(=O)N1CCC(N2CCCOC2=O)CC1
-4.0%	Clc1ccc(Br)c(-c2nc3ccccc3[nH]2)c1
?	Cn1c(=O)c2c(nc(NCCc3ccccc3)n2CC(=O)O)n(C)c1=O
22.6%[176 µM]	COC(=O)N1CCC2(C1)N=C(c1ccccn1)C(=O)N2 (stereo not given)
3.3%[6.33 µM]	N#Cc1ccccc1Nc1ccnc(N2CC3CCC(C2)N3CC(F)(F)F)n1
3.9%	Cc1cc(Cl)ccc1C(=O)N1Cc2cnn(Cc3ccc(F)cc3)c2C1
28.3%	CCCOc1cccc(C(=O)Nc2ccc(OCCC)c3ncccc23)c1
-1.9%	CCN(CC)c1ncccc1CNC(=O)c1c(C)noc1C
?	Cc1c(-c2ccc(Br)cc2)nc2ccccc2c1C(=O)O
?	COc1ccccc1C(=O)N1CCC2(CC1)NC(=O)N(c1ccc(F)cc1)N2
-50.5%	O=C(CSc1nnc2ccc(-c3ccncc3)nn12)NC1CCCCC1
15.7%[176 µM]	CC(C)C[C@@H]1N[C@H](C(=O)NC2CCCC2)Cc2cn(CC3CC3)c3cccc1c23
-12.2%	CCOc1ccc(-c2cc(C(=O)OC)c3cc(C)ccc3n2)cc1
37.2%	Cc1ccc(C(=O)N2CCCC3(C2)Nc2cccnc2NC3=NCc2ccccc2)cn1 (stereo not given)
39.8µM*	CC(=O)NC(CCc1ccc(Cl)c(Cl)c1)c1cccc(O)c(=O)c1 (stereo not given)
47.6%[activator]	NC(=O)C1CCN(Cc2cccc(C(F)(F)F)c2)CC1
39.5%	COc1ccc(CCN2Cc3cc(NC(=O)c4ccc(OC)cc4)ccc3OC(C)C2=O)cc1 (stereo not given)
?	CCc1c(C)sc(NC(=O)c2ccc(Cl)s2)c1C#N
-8.2%	CC(C)(C)c1ccc(NC(=O)COc2ncnc3ccccc23)cc1
12.3%	O=C(c1ccccc1)N1CCC2(CC1)NC(=O)N(Cc1ccccc1)C2=O
-20.6%	Cn1cc(-c2csc(C(O)c3ccc(F)c(F)c3)n2)cn1 (stereo not given)
?	COc1ccc(C2Cn3cnc(C(=O)N4CCC(C(=O)Nc5cccc(C)c5)CC4)c3CO2)cc1 (stereo not given)
2.9%	O=C(N/N=C/c1ccccn1)c1cc[n+]([O-])cc1
12.3%	CC(C)Oc1ccc(C(=O)Nc2cccc(-c3nc4ccccc4o3)c2)cc1
52.6%[activator][176 µM]	Cn1cc(CN2CC[C@H](c3nc4ccccc4[nH]3)C2)c2ccccc21
-22.5%	O=C(Nc1ccc2nc(N3CCOCC3)sc2c1)c1cc2ccccc2o1
33.0%[activator]	O=C(NC1CCCCC1)N1CCCCCC1c1nc(-c2cccnc2)no1 (stereo not given)
37.6%[activator]	Cc1ccc(S(=O)(=O)N2CCN(C3CCN(Cc4ccccn4)C3=O)CC2)c(C)c1 (stereo not given)
-10.1%	Nc1ccccc1CCc1ccccc1N
6.0%	CCN(CC)c1ccc(C(=O)N2CCCC2c2nncn2Cc2ccncc2)cc1 (stereo not given)
4.6%[176 µM]	CC(C)NC(=O)N1CCNC[C@@H]1C(=O)N[C@@H](CC1CCCCC1)C(N)=O
31.8%[activator]	O=C(C1CCC(O)CC1)N1CCCC(CCc2ccccc2C(F)(F)F)C1 (stereo not given)
?	COc1ccc(Nc2ccc3c(n2)CN(Cc2nc4ccccc4s2)C(=O)CO3)cn1
9.9%	O=C(c1cccc(Cn2cccn2)c1)N1CCC(n2c(C3CCCO3)nc3cc(C(F)(F)F)ccc32)CC1 (stereo not given)
24.0%	O=C(NCCc1ccccc1)N(C1CCOCC1)C1CCN(Cc2ccccc2)CC1
-61.2%	CC(C)(C)c1cc2cc(C#N)ccc2[nH]1
-8.5%	Cc1ncoc1C(=O)NC1CCCc2c1cnn2-c1cc(F)cc(F)c1 (stereo not given)
8.8%	Cc1noc([C@@H]2CN(Cc3ccoc3)C[C@H]2CO)n1
-1.4%	CN1CCCCCCN(C(=O)CCC2CCCC2)[C@H]2CCC[C@H]2C1=O
34.3%[activator]	Cc1ccc(-c2[nH]ncc2CN2CC[C@@](C)(O)[C@H](N3CCCC3)C2)cc1
6.6%	CCCCCC(C)NC(=O)CSc1nc2cc(S(=O)(=O)N(C)C)ccc2o1 (stereo not given)
34.8%[activator]	CCn1cc(S(=O)(=O)N2C[C@@H](Oc3ccccc3)C[C@@H]2C(=O)N2CCOCC2)cn1
?	CCCNc1c(NC(=O)Nc2ccc(C)c(Cl)c2)c(=O)oc2ccccc12
19.0%	CN1C(=O)C(CC(=O)NCCc2c[nH]c3ccccc23)=C2CCCCC21 (stereo not given)
2.7%	CCC1c2ccsc2CCN1C(=O)CNC(=O)c1ccc(Cl)cc1Cl (stereo not given)
81.9%[activator][176 µM]	Cn1c(CO[C@H]2CN(Cc3cnc4ccccc4c3)C[C@H]2F)nc2ccccc21
-20.7%	Cc1ccc(S(=O)(=O)NC[C@H]2O[C@H](Cc3cc(COc4ccccc4)on3)CC[C@@H]2O)cc1
11.9%	Clc1ccccc1N1CCN(Cc2nnc(-c3ccc(Br)s3)o2)CC1
-2.0%[176 µM]	Cc1nnc([C@H]2CCN(Cc3ccco3)C2)o1
1.4%	O=C(NCCN1CCOCC1)c1ccc(-c2ccc(N3CCCCCC3)nc2)cc1
39.2%[activator]	CC(C)NC(=O)N1CCOc2ccc(CCC(=O)NC3CCS(=O)(=O)C3)cc2C1 (stereo not given)
?	C(#CCN1CCN(CC#CCOCc2ccccc2)CC1)COCc1ccccc1
12.6%	CC(C)c1ccc(CN(C(=O)c2cc(=O)c3cc(Cl)ccc3o2)C2CCS(=O)(=O)C2)cc1 (stereo not given)
18.8%	CCNc1cc(N2CCC(CCC(=O)NCC3CC3)CC2)ncn1
38.2%[activator]	CCNC(=O)N1CCC(c2noc(-c3ccccc3)n2)C1 (stereo not given)

New compounds follow.
ALOX12 inh	Compound
2.5%[6.33 µM]	CCc1ccc(S(=O)(=O)c2nnn3c2nc(NCc2ccc(F)cc2)c2ccccc23)cc1
-40.7%	CC(=O)c1c(C)[nH]c(C(=O)C(C)Oc2ccc(F)c(F)c2)c1C (stereo not given)
14.4%	CCOc1ccc(CN(C(=O)c2cc(=O)c3cc(Cl)c(C)cc3o2)C2CCS(=O)(=O)C2)cc1 (stereo not given)
36.1%[activator][176 µM]	NCc1ccccc1Oc1ccc(F)c(Cl)c1
8.7%	CC(C)(C)CC(=O)NCCc1noc(-c2ccccc2)n1
112.2%[activator]	CCN1C(=O)N(Cc2cccc(OC)c2)C(=O)C12CCN(Cc1nc3ccccc3n1C)CC2
-22.9%	Cc1ccc(CSc2nc3c(=O)n(C)c(=O)n(C)c3n2C)cc1
31.8%[activator]	COc1ccc(C(=O)N2CCC(C(NC(=O)c3ccccc3C)C(=O)NC(C)C(C)C)CC2)cc1 (stereo not given)
42.5%[activator]	Cc1ncc(-c2ccc(S(=O)(=O)N3CCN(c4cc(Cl)ccc4C)CC3)cc2)o1
?	N#Cc1ccc(/C=N/NC(=S)NCc2ccccc2)cc1
?	NC(=O)c1ccccc1NC(=O)C1(c2ccccc2)CCCC1
-36.8%	Cc1ccc(S(=O)(=O)N(CC(=O)NCc2ccncc2)c2ccccc2Cl)cc1
-5.3%	COCCn1ccnc1C1CCN(C(=O)c2cccc(-n3cccn3)c2)CC1
-32.1%	Nc1[nH]c(C(=O)c2ccccc2)c(-c2cccc3ccccc23)c1C(=O)NCc1ccc(Cl)cc1Cl
?	O=C(NC1CCCC1)c1cc(-c2ccccc2Cl)nc2ccccc12
0.0%	COC(=O)[C@]12CCCCC=C1N(CCC1=CCCCC1)C(=O)[C@H](CC(=O)NCC13CC4CC(CC(C4)C1)C3)C2
3.3%	COc1ccccc1-c1noc(Cn2nc(C)c(S(=O)(=O)N3CCc4ccccc43)c2C)n1
?	O=C(CCc1ncc(-c2ccc(Cl)cc2)o1)Nc1ccc(F)cc1Cl
41.4%	CN1CCN(CCCNC(=O)c2c(OCC3CC3)cc(=O)n3c2CCCCC3)CC1
21.2%	CC(C)(CC(=O)O)CC(=O)N1C[C@@H]2C[C@H](C1)c1ccc(-c3cccc(C(F)(F)F)c3)c(=O)n1C2
?	CC(C)(C)C(=O)CSc1nccc(C(F)(F)F)n1
86.4%[activator]	CC1=NN(CC(=O)N2CCN(Cc3ncc[nH]3)CC(C(=O)O)C2)CC1 (stereo not given)
17.8µM*	Cc1ccc(Nc2nc(-c3cccc(N4C(=O)c5ccccc5C4=O)c3)cs2)cc1
7.6%	Cn1c(=O)[nH]c(=O)c2c1nc(NCc1ccccc1Cl)n2Cc1ccccc1Cl
?	COc1ccccc1C#Cc1cnc2c(c1)C(=O)N([C@H](C)CO)C[C@H](C)[C@@H](CN(C)S(=O)(=O)c1cn(C)cn1)O2
-52.8%	CCOC(=O)C1=CCC(c2cccc3ccccc23)N(S(=O)(=O)c2ccc(C)cc2)C1 (stereo not given)
4.0%	O=C(c1nc2nc(-c3cccs3)cc(C(F)(F)F)n2n1)N1CCC2(CC1)OCCO2

Some of the compounds tested. The share of hits here may be higher or lower than overall.
